High-throughput results as filed in PubChem BioAssay.
BaF3 tox: parental Ba/F3 cell viability inhibition, counter-screen for JAK2V617F inhibitor project, murine pro-B, CellTiter-Glo luminescence. CellTiter-Glo ATP luminescence. inhibition, % at 5.6 µM. 220,000 compounds, 1.1% hits. AID 1486, 2009;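 active means inhibition above a per-campaign cutoff, the mean inhibition of all tested compounds plus 3 SD, cut at about 27% in these data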;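 further: 0% = DMSO wells and 100% = JAK Inhibitor I control wells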
NPY-Y2 PAM-ag: NPY-Y2 potentiators or agonists, primary screen, cell-based. Neuropeptide Y receptor type 2 (Homo sapiens), P49146. cells expressing NPY-Y2, potentiator/agonist read-out. activation, % at 3.6 µM. 220,000 compounds, 0.45% hits. AID 1359, 2008; in the data active means activation above about 27%;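 further: cells stimulated with NPY near EC25 plus isoproterenol at EC100; 0% = vehicle plus submaximal agonist and 100% = vehicle plus saturating agonist; some results beyond the cut were filed as inactive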
NPY-Y1 antag: NPY-Y1 receptor antagonists, primary screen, cell-based; HEK293-CNG Y1 cells, membrane potential fluorescence; NPY at EC95, then isoproterenol; inhibition, % at 3.6 µM; 200,000 compounds, 1% hits; Neuropeptide Y receptor type 1 (Homo sapiens), P25929;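 active means inhibition above the campaign mean inhibition of all tested compounds plus 3 SD, cut at about 20% in these data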;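 further: 0% = DMSO wells given NPY plus isoproterenol and 100% = isoproterenol alone without NPY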
Target sequence (P25929 whole entry, looked up): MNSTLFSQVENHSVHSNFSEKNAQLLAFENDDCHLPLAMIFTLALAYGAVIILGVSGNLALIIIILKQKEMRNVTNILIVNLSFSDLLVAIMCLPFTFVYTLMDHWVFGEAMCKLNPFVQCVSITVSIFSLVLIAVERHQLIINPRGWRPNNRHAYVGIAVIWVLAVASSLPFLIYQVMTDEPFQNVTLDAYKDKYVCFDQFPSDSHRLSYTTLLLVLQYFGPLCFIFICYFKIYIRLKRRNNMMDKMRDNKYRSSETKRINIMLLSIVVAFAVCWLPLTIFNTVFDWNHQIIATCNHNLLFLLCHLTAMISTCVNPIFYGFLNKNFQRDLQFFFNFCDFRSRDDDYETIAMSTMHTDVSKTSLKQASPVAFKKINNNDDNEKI
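Material: HEK293 Y1/CNG channel cell line | Also added: NPY (25 nM), isoproterenol (1 µM), Ro 20-1724 (25 µM) | Compound: One concentration, 3.6 µM, in 0.4% DMSO | Schedule: 3 h dye uptake, 1 h room-temperature compound, 45 min post-isoproterenol | Signal: Membrane-potential fluorescent dye readout | Read-out: % inhibition of NPY effect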
NCF1 inh: p47phox/p22phox peptide binding inhibitors, primary screen, biochemical, uHTS, NADPH oxidase regulatory subunit; Neutrophil cytosol factor 1 (Homo sapiens), P14598; inhibition, % at 24.7 µM; fluorescence polarization, 2 h; 220,000 compounds, 0.53% hits; AID 1274, 2008;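 active means inhibition above about 30%, limit read from the data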;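 further: 0% = p47phox with labelled peptide and 100% = labelled peptide alone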
Ba/F3 V617F tox: reduced viability of JAK2V617F-dependent Ba/F3 cells, primary screen, JAK2V617F inhibitor project, cell-based, Ba/F3 EpoR-JAK2V617F, luminescence; ATP luminescence; inhibition, % at 5.6 µM; 220,000 compounds, 1.1% hits;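 active means inhibition above the campaign mean plus 3 SD over all tested compounds, cut at about 24% in these data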;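 further: cytokine-independent growth of Ba/F3 cells driven by EpoR plus mutant JAK2; 0% = DMSO-treated cells and 100% = JAK inhibitor I control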
S1P4 antagonist: S1P4 receptor antagonists, primary screen, cell-based; S1P4-expressing cells, antagonist mode, reporter read-out; 220,000 compounds, 0.26% hits; inhibition, % at 4.98 µM; Sphingosine 1-phosphate receptor 4 (Homo sapiens), O95977; in the data active means inhibition above about 29%;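 further: 0% = wells stimulated with agonist and 100% = vehicle wells without agonist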
Target sequence (O95977 whole entry, looked up): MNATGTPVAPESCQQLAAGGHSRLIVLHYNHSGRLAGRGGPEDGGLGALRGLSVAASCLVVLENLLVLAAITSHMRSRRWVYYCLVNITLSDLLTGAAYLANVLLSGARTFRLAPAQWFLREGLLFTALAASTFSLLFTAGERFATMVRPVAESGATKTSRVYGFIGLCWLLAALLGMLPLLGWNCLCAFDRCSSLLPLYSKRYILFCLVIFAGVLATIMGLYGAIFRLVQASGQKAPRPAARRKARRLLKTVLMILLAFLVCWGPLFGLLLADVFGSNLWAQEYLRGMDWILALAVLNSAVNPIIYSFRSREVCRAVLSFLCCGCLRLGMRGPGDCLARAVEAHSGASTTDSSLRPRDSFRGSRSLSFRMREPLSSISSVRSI
NPY-Y1 PAM-ag: NPY-Y1 receptor potentiators or agonists, primary screen, cell-based; Neuropeptide Y receptor type 1 (Homo sapiens), P25929; 220,000 compounds, 0.37% hits; NPY-Y1 expressing cells, potentiator/agonist activation; activation, % at 3.6 µM; in the data active means activation above about 33%, passing the limit was not always enough;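 further: cells stimulated with NPY at EC10 then isoproterenol at EC100; 0% = low agonist plus stimulus and 100% = saturating agonist plus stimulus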
CHOP inh: inhibitors of CHOP promoter induction, primary screen, cell-based, unfolded protein response, luciferase reporter; CHO-K1 CHOP-promoter luciferase, tunicamycin-induced, 15-18 h; inhibition, % at 10 µM; 220,000 compounds, 3.8% hits; AID 2732, 2010;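 active means compounds that reduced the stress-induced luciferase reporter signal by more than about 70% of percent inhibition, limit read from the data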;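 further: 0% = tunicamycin plus vehicle and 100% = wells without tunicamycin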
S1P4 ag: S1P4 receptor agonists, primary screen, cell-based | Sphingosine 1-phosphate receptor 4 (Homo sapiens), O95977 | S1P4-expressing cell line, agonist reporter assay | activation, % at 4.98 µM | 220,000 compounds, 0.35% hits | AID 1509, 2009; in the data active means activation above about 11%;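 further: 0% = DMSO vehicle and 100% = reference agonist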
An asterisk follows results filed as active; x = no result given.

SMILES	BaF3 tox	NPY-Y2 PAM-ag	NPY-Y1 antag	NCF1 inh	Ba/F3 V617F tox	S1P4 antagonist	NPY-Y1 PAM-ag	CHOP inh	S1P4 ag
CC1(C)Cc2c(cnn2-c2ccccc2)-c2c1c1ccccc1n2CC(O)CBr (stereo not given)	8	13	-14	-11	2	-10	50*	95*	1.0
O=C(Nc1nnc(C2CCCO2)s1)c1ccc(Br)cc1 (stereo not given)	5	2	-1	-3	2	-1	12	39	2.0
O=c1[nH]c(N2CCOCC2)nc2c1CCCC2	4	7	3	-8	2	-22	-13	14	3.5
CNC(=O)c1c(NC(=O)c2ccc(S(=O)(=O)N3CCCc4ccccc43)cc2)sc2c1CCN(C)C2	0	6	x	-13	-5	2	27	-11	-0.6
Nc1ccc2nc(Cc3ccccc3)[nH]c2c1	-1	5	x	-2	-7	-6	7	2	-1.1
CC(C)C(=O)NNC(=O)CC(=O)Nc1ccccc1C(=O)O	-1	16	x	4	-2	-14	17	-1	0.8
C#CCSc1nc(Cc2ccc(Cl)cc2)nc2ccccc12	2	9	-6	8	-4	-24	-15	68	0.6
Cc1ccnc(NC(=O)COC(=O)C2COc3ccccc3O2)n1 (stereo not given)	-2	16	0	-10	-6	-3	-4	1	1.8
CN(C)C(=O)c1ccccc1-c1ccccc1	6	2	4	-15	1	-33	3	3	1.0
CCOC(=O)c1cc(-c2ccc(Cl)cc2)nc2onc(C)c12	4	-13	3	1	1	-5	-8	-7	0.5
Cc1ccc(NC(=S)/N=C(\N)Nc2nc(C)c3cc(C)ccc3n2)c(C)c1	51*	3	15	-21	42*	-20	-7	42	1.0
C/C(=N\NC(=S)Nc1ccc(F)cc1)c1ccc2c(c1)OCCO2	3	-6	3	-8	-3	-6	-22	4	0.6
COC(=O)[C@H](Cc1ccccc1)NC(=O)NCCc1ccc(S(N)(=O)=O)cc1	-1	6	0	-8	2	-5	30	26	1.3
O=C(CCc1n[nH]c(=O)[nH]c1=O)Nc1cccc([N+](=O)[O-])c1	2	3	1	7	0	-9	-5	-8	0.5
CCC(=O)N1N=C(c2ccccc2)CC1c1ccc([N+](=O)[O-])cc1 (stereo not given)	5	-1	3	-5	-1	-12	7	2	0.0
CCOC(=O)C1(CCOC)CCN(C(C)CCc2ccc(OC)cc2)CC1 (stereo not given)	2	-20	7	-4	1	-12	-5	9	-0.9
CCc1ccccc1N1C(=O)C2CC(C)=C(C)CC2C1=O (stereo not given)	2	-8	3	-10	1	-6	-24	13	-0.2
CCN(C(=O)CSc1ncn[nH]1)C1CCCCC1	-2	13	1	-11	-2	7	9	7	-0.1
CCOC(=O)c1cnc(SC)nc1Oc1cccc(NC(=O)c2ccc(C)cc2)c1	3	-6	-6	-3	1	0	-3	12	-1.9
CCCc1c(CC)c(=N)c2ccccc2n1C	65*	-17	1	-9	71*	19	4	3	-2.7

10 successive records already listed, quoted:
SMILES	BaF3 tox	NPY-Y2 PAM-ag	NPY-Y1 antag	NCF1 inh	Ba/F3 V617F tox	S1P4 antagonist	NPY-Y1 PAM-ag	CHOP inh	S1P4 ag
CCOC(=O)c1cc(-c2ccc(Cl)cc2)nc2onc(C)c12	4	-13	3	1	1	-5	-8	-7	0.5
Cc1ccc(NC(=S)/N=C(\N)Nc2nc(C)c3cc(C)ccc3n2)c(C)c1	51*	3	15	-21	42*	-20	-7	42	1.0
C/C(=N\NC(=S)Nc1ccc(F)cc1)c1ccc2c(c1)OCCO2	3	-6	3	-8	-3	-6	-22	4	0.6
COC(=O)[C@H](Cc1ccccc1)NC(=O)NCCc1ccc(S(N)(=O)=O)cc1	-1	6	0	-8	2	-5	30	26	1.3
O=C(CCc1n[nH]c(=O)[nH]c1=O)Nc1cccc([N+](=O)[O-])c1	2	3	1	7	0	-9	-5	-8	0.5
CCC(=O)N1N=C(c2ccccc2)CC1c1ccc([N+](=O)[O-])cc1 (stereo not given)	5	-1	3	-5	-1	-12	7	2	0.0
CCOC(=O)C1(CCOC)CCN(C(C)CCc2ccc(OC)cc2)CC1 (stereo not given)	2	-20	7	-4	1	-12	-5	9	-0.9
CCc1ccccc1N1C(=O)C2CC(C)=C(C)CC2C1=O (stereo not given)	2	-8	3	-10	1	-6	-24	13	-0.2
CCN(C(=O)CSc1ncn[nH]1)C1CCCCC1	-2	13	1	-11	-2	7	9	7	-0.1
CCOC(=O)c1cnc(SC)nc1Oc1cccc(NC(=O)c2ccc(C)cc2)c1	3	-6	-6	-3	1	0	-3	12	-1.9

The list continues.
SMILES	BaF3 tox	NPY-Y2 PAM-ag	NPY-Y1 antag	NCF1 inh	Ba/F3 V617F tox	S1P4 antagonist	NPY-Y1 PAM-ag	CHOP inh	S1P4 ag
CCOC(=O)CSc1nnc(Cc2ccc(OC)cc2)n1-c1ccccc1	5	10	2	5	2	-5	-19	12	-1.5
CN(CC(=O)O/N=C(\N)c1cccc([N+](=O)[O-])c1)S(=O)(=O)c1ccccc1	3	-6	-2	5	0	1	-9	-11	-0.6
FC(F)(F)c1cnc(-n2cc[nH]c2=S)c(Cl)c1	4	2	1	-5	0	-16	-1	15	0.2
COc1ccc(CN2C(=O)C(C)S/C2=N/N=C/c2ccco2)cc1 (stereo not given)	7	-30	x	-20	0	3	2	6	0.4
O=C(N/N=C/c1cccc([N+](=O)[O-])c1O)c1cccs1	2	1	1	-7	-2	3	0	40	0.3
CCCCOC(=O)c1ccc(NC(=O)C(=O)NCc2ccco2)cc1	-1	-8	9	1	6	-28	-3	7	2.4
CC(=O)NC(=S)Nc1ccc(NC(=O)COc2ccc(Cl)cc2Cl)cc1	2	-27	1	-5	1	-6	-5	63	-0.4
Cc1cccc(NC2=C(C#N)C(=O)NC3(CCCC3)S2)c1	-2	6	x	-11	0	-69	22	5	1.5
COc1cccc(CN(C)CC(=O)Nc2cccc(S(N)(=O)=O)c2)c1OC	5	6	2	-4	-4	-18	-4	2	-1.7
Cn1c(=O)c2c(-c3ccccc3)n(C3CCCCC3)cc2n(C)c1=O	1	7	1	57*	-5	-5	-4	6	-2.3
O=C(c1cn[nH]c1)c1cc(F)ccc1O	4	-4	0	-7	-1	2	1	31	1.0
COc1ccc(/C=C/c2ccncc2)c2ccccc12	2	-2	7	22	-1	-13	-21	42	1.1
Cc1cc(C(=O)Nc2c(C)n(C)n(-c3ccccc3)c2=O)cs1	4	2	-4	-2	-1	-9	-3	24	-1.2
CCS(=O)(=O)c1ccc2c(c1)NC(=O)C(CCO)O2 (stereo not given)	2	3	-3	3	-1	-9	-10	-2	1.3
COc1cccc(/C=N/NC(=O)CNC(=O)c2cccs2)c1O	-4	-3	x	-2	-3	-3	-11	37	-0.4
CCOC(=O)CSc1n[nH]c(-c2cccnc2)n1	1	2	8	3	-2	-2	1	6	-2.1
O=C(COC(=O)c1cc[n+]([O-])cc1)Nc1ccccc1Cl	1	3	5	-1	-5	-1	1	-14	1.5
Cc1ccc(C2=[N+]([O-])C3(CCCCC/C3=N\NC(N)=S)N(O)C2(C)C)o1 (stereo not given)	4	-13	-3	-8	-1	-1	3	-17	-1.6
Cc1nnc(SCC(=O)NC(C)(C)C)n1C1CCCCC1	8	2	5	-9	-2	-15	13	0	0.8
Cc1ccccc1OCC(=O)OCn1nnc2ccccc2c1=O	-2	1	x	18	-3	-2	9	12	-1.8

Record cards (already shown).
O=C(c1cn[nH]c1)c1cc(F)ccc1O is entered as BaF3 tox = 4; NPY-Y2 PAM-ag = -4; NPY-Y1 antag = 0; NCF1 inh = -7; Ba/F3 V617F tox = -1; S1P4 antagonist = 2; NPY-Y1 PAM-ag = 1; CHOP inh = 31; S1P4 ag = 1.0
CCCCOC(=O)c1ccc(NC(=O)C(=O)NCc2ccco2)cc1 is entered as BaF3 tox = -1; NPY-Y2 PAM-ag = -8; NPY-Y1 antag = 9; NCF1 inh = 1; Ba/F3 V617F tox = 6; S1P4 antagonist = -28; NPY-Y1 PAM-ag = -3; CHOP inh = 7; S1P4 ag = 2.4

Later entries.
SMILES	BaF3 tox	NPY-Y2 PAM-ag	NPY-Y1 antag	NCF1 inh	Ba/F3 V617F tox	S1P4 antagonist	NPY-Y1 PAM-ag	CHOP inh	S1P4 ag
CCOc1ccc2nc(COC(=O)c3cccs3)c(C(=O)c3ccccc3)[n+]([O-])c2c1	4	-2	2	0	1	-28	-24	1	3.6
COc1ccccc1CCNC(=O)CCn1c(=O)oc2ccccc21	0	1	6	-5	-5	2	-2	-36	0.1
Cc1ccc(SC(=O)c2c([N+](=O)[O-])c(C)nn2C)cc1	1	31	x	-9	-8	19	17	38	-0.2
Cc1cc(C(=O)OCCN2C(=O)c3ccccc3C2=O)c2ccccc2n1	6	-4	24*	-7	-1	7	1	18	-2.8
CC1CCCCN1Cc1nc2ccccc2c(=O)[nH]1 (stereo not given)	6	-10	1	5	1	-18	-18	2	0.3
CCOC(=O)c1c(NC(=O)CN2CCOCC2)sc2c1CC(C)(C)OC2	0	-10	-4	-17	-2	-2	-28	24	-0.4
CC(C)n1c(SCC(=O)Nc2ccccc2N2CCCCC2)nc2c1c(=O)n(C)c(=O)n2C	9	5	1	-3	1	15	-21	23	2.4
COc1ccc(-n2c(C)cc(C(=O)CSc3nnc(-c4ccoc4C)n3C)c2C)cc1	8	-17	0	-14	1	8	-12	31	-1.1
Brc1ccc(-c2nnc3ccc(Nc4ccccc4)nn23)cc1	7	-2	0	-6	2	-4	9	-9	4.5
CC(=O)OCC1OC(Nc2cccc(C)c2)C(OC(C)=O)C(OC(C)=O)C1OC(C)=O (stereo not given)	2	3	1	-7	-2	-7	-12	17	0.9
O=C(COC(=O)c1ccc(Br)o1)NCC1CCCO1 (stereo not given)	3	-2	5	-16	-2	-10	11	-24	-0.1
CCOC(=O)c1cc(-c2ccc(Cl)cc2)nc2c1c(=O)[nH]c(=O)n2CCOC	12	-2	2	-7	9	24	-5	78*	1.0
O=C(CSc1ccc2c(c1)OCCO2)Nc1cccnc1	-3	16	-4	-18	-4	-27	1	-7	1.2
CCC1(CC)NC(=O)N(CC(=O)OCC(=O)Nc2ccc(C(F)(F)F)cc2)C1=O	4	-4	5	-13	-3	-18	-15	1	-1.3
CC(C)(C)NCC(O)COCc1ccc(Cl)cc1 (stereo not given)	3	68*	-5	-3	1	-1	73*	-18	1.7
CCCC(C)NC(=O)c1cc(C(=O)OC)cc([N+](=O)[O-])c1 (stereo not given)	9	-2	1	-6	3	-10	-5	-14	-0.6
Fc1ccccc1Cn1nnc2c(NCc3ccccn3)ncnc21	4	12	-2	-5	1	-15	-2	42	0.0
CC/C(C)=N/Oc1nc(C)cc(C)n1	-5	8	x	-8	-3	-23	3	-22	-0.1
CC(Cc1ccccc1)C(=O)Nc1ccccc1 (stereo not given)	8	-9	-3	-1	2	0	0	10	0.7
CSc1ccc(CNC(C)(C)CO)cc1	8	-2	1	6	0	-6	7	0	0.1
COc1cc(NC(=O)CN2C(=O)c3ccccc3S2(=O)=O)c(OC)cc1Cl	3	-2	-3	x	-1	-16	-2	x	-0.9
